# Compound activity from PubChem.
# CAL PDZ FP – blocks peptide binding to the human CAL PDZ domain; purified CAL PDZ, TMR-peptide fluorescence polarization, 1 h; inhibition, % at 24.9 µM; 0.92% of 300,000 active; AID 602252;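 active means mean inhibition of at least 30% with at least half of replicates also reaching 30%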;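 further: 0% = DMSO neutral control and 100% = excess unlabeled competitor peptide PRC23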
# Keap1 Nrf2 FP – Keap1-Nrf2 (human) interaction inhibition; Keap1 Kelch-Nrf2 peptide fluorescence polarization, 1536-well; inhibition, % at 9.4 µM; 0.15% of 340,000 active; AID 504523; in the data active means inhibition above about 12%;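 further: human Keap1 Kelch domain with fluorescein labeled Nrf2 9mer peptide probe; 0% = neutral control wells and 100% = peptide positive control; higher means more block of Keap1 binding to Nrf2 peptide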
# OPRM1-OPRD1 inv – inverse agonists of human mu-delta opioid receptor heterodimerization; cell-based MOR-DOR heterodimer luminescence, inverse agonism; inhibition, % at 9.3 µM; 0.21% of 340,000 active; P35372+P41143; in the data active means inhibition above about 22%, passing the limit was not always enough;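 further: 0% = cells with DMSO and 100% = wells without cells with DMSO; values of inactives mirror those of a sister screen read the other way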
# RTF Ca sens inh – cardiac RTF calcium desensitization | P19429+P45379 | IANBD-labeled cardiac RTF, Ca2+ fluorescence | inhibition, % at 7.15 µM | 0.12% of 340,000 active | AID 493244;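 active means inhibition above the mean inhibition of all tested compounds plus 3 SD, cut at about 17% in these data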;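 further: assay run at fixed EC70 calcium of 1.6 mM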
# C-LANA FP – blocks KSHV LANA C-terminal domain binding to DNA. AID 504423. inhibition, % at 9 µM. 0.078% of 340,000 active. MBP-C-LANA/FAM-LBS DNA binding, fluorescence polarization;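 active means highest replicate inhibition at or above 60% at 9 µM, even if other replicates fall short; inactive means all replicates below 60% inhibition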;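 further: 0% = neutral control wells and 100% = 4 µM acridine orange control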
# cardiac RTF act – increases calcium sensitivity of human cardiac regulated thin filaments; activation, % at 7.2 µM; P19429+P45379; IANBD-labeled TnC RTF fluorescence at EC20 calcium; 0% EC20 calcium, 100% full calcium; 0.24% of 340,000 active;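 active means activation above the mean over all tested compounds plus 3 SD, cut at about 30% in these data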;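 further: rise in fluorescence read as greater calcium sensitivity of cardiac thin filaments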
# MOR-DOR ag – agonists of human mu-delta opioid receptor heterodimerization. 0.3% of 340,000 active. cells, OPRM1-OPRD1 heterodimerization, luminescence. P35372+P41143. activation, % at 9.3 µM; in the data active means activation above about 18%;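 further: 0% = vehicle-treated cells and 100% = reference agonist; values of inactives mirror those of a sister screen read the other way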
# HTR5A ag – activates human HTR5A in OPRM1-OPRD1 agonist counter-screen. AID 504692. 0.61% of 340,000 active. HTR5A agonist assay, luminescence, cell-based. P47898. activation, % at 9.3 µM; in the data active means activation mostly above about 9.5%, no sharp cut-off; inactive means mostly below about 7.6%;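 further: 0% = cells with vehicle only and 100% = reference agonist; strong numbers were not always called active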
# Target sequence (P47898 whole entry, looked up): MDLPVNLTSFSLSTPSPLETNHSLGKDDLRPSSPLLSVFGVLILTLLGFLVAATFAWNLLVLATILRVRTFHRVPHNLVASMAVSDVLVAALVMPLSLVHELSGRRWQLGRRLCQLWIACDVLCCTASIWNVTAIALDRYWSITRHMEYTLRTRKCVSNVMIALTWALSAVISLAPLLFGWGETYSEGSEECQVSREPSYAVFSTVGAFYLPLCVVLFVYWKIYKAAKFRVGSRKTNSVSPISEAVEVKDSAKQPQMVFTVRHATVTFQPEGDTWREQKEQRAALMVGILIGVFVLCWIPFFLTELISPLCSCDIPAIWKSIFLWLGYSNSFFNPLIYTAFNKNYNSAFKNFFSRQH
# V-ATPase pH – yeast V-ATPase proton transport regulation by pHLuorin; response, % at 10 µM; 0.37% of 350,000 active; S. cerevisiae, pHLuorin cytosolic pH fluorescence; in the data active means response mostly above about 7.3%, no sharp cut-off; inactive means mostly below about 5.4%; further: actives read high; inactives centre near 0; some compounds called inactive have numbers as strong as hits; reference of the scale not given here
# HTR5A inv ag – counter-screen for OPRM1-OPRD1 inverse agonists: human HTR5A inverse agonism | HTR5A cell line, luminescence | AID 504634 | 0.083% of 340,000 active | inhibition, % at 9.3 µM; in the data active means inhibition mostly above about 23%, no sharp cut-off; inactive means mostly below about 18%;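 further: 0% = cells with DMSO and 100% = no-cell wells with DMSO; some compounds called inactive have numbers as strong as hits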
# * = called active by the depositor; nt = no result given. Hits appear at their usual frequency (roughly 2.8% active in at least one column).
SMILES,CAL PDZ FP,Keap1 Nrf2 FP,OPRM1-OPRD1 inv,RTF Ca sens inh,C-LANA FP,cardiac RTF act,MOR-DOR ag,HTR5A ag,V-ATPase pH,HTR5A inv ag
COc1ccccc1NC(=O)C/C(C)=N/NC(=O)C12CC3CC(CC(C3)C1)C2,2,-3,10,2,1.9,-4,-2.0,1,4,-5
CC(=O)Nc1ccc(SCC(=O)Nc2ccc(Cl)cn2)cc1,-2,-3,4,-9,1.8,0,-0.9,0,-2,-6
c1ccc(-c2ccccc2OCCOCCN2CCCCC2)cc1,-1,-3,19,7,0.1,-1,-3.7,3,-6,12
COc1ccc(NC(=O)NC2CCCCCCC2)c(OC)c1,-4,-3,9,4,0.2,0,-1.6,0,3,1
CCOC(=O)C1(Cc2cccc(Cl)c2)CCCN(C(=O)C(C)(C)C)C1 (stereo not drawn),-5,-4,-9,-1,-1.8,2,1.8,0,-2,28
C/C(CC(=O)NC1CCCCCC1)=N\NC(=O)c1cnccn1,-2,-3,8,-7,-1.4,5,-1.5,-2,-1,-20
Cc1ccc(C)c(N(CC(=O)N2CCCC2)S(C)(=O)=O)c1,77*,-8,7,-5,0.5,0,-1.4,-2,0,9
Cc1cccc(N(CC(=O)NC2CCCC2)C(=O)CNC(=O)c2ccco2)c1C,-3,-2,6,-5,-0.8,1,-0.8,0,1,-1
Cn1c(=O)[nH]c(=O)c2c1nc(N1CCN(CCO)CC1)n2Cc1ccccc1Cl,-8,0,-6,-8,0.0,-1,1.3,-4,1,14
COc1cccc(/C=N\NC(C)=O)c1OC/C=C/c1ccccc1,1,1,1,-5,0.1,0,-0.3,4,0,-16
c1ccc(COc2ccccc2CNC2CCCC2)cc1,0,-1,16,6,3.7,0,-3.1,-1,-2,3
COc1ccc(CCNC(=O)CN2CCN(Cc3ccc(F)cc3)C2=O)cc1OC,-6,-1,12,-3,0.1,3,-2.1,4,-3,-11
C/C(=N/NC(=O)CNC(=O)COc1cccc(C)c1)c1ccc(Cl)cc1,2,-7,-2,-1,-0.5,-4,0.4,-2,2,8
Cc1cc(C(=O)CSc2n[nH]c(N)n2)c(C)n1-c1ccccc1,-5,-3,-19,3,-0.7,-1,3.5,4,7,-39
Nc1nc(Cn2nnc(-c3ccccc3F)n2)nc(N2CCOCC2)n1,0,-1,8,-4,-2.5,5,-1.5,-4,1,26
CCOC(=O)C1(CC2CCCCO2)CCN(Cc2cn[nH]c2-c2cccc(F)c2)CC1 (stereo not drawn),1,-2,-43,-4,-2.5,-2,8.5,5,2,0
O=C(CSc1nnc(N2CCOCC2)n1-c1cccc(F)c1)N1CCN(c2ccccn2)CC1,4,-3,-3,-8,-0.8,3,0.8,1,3,-2
COc1ccc(-n2c(=S)[nH]c3cc(C(=O)O)ccc3c2=O)cc1,-1,-7,14,5,0.9,5,-2.8,-4,-2,10
O=C(Nc1ccc(N2CCOCC2)cc1N1CCOCC1)c1ccco1,-2,-1,17,0,1.6,-4,-2.8,-1,1,-6
CCOC(=O)CSc1n[nH]c(NC(C)=O)n1,-2,-1,13,-8,0.6,-6,-2.6,-5,0,14
Cc1onc(-c2ccccc2Cl)c1C(=O)N1CCc2ccccc21,-5,-5,-1,3,0.4,11,0.1,4,-3,8
CCc1nnc(NC(=O)CSc2nnc(-c3ccccc3O)n2-c2ccc(C)cc2C)s1,nt,-2,-14,4,0.4,-1,3.4,2,-13,-1

# Random excerpt: 3 compounds from above.
SMILES,CAL PDZ FP,Keap1 Nrf2 FP,OPRM1-OPRD1 inv,RTF Ca sens inh,C-LANA FP,cardiac RTF act,MOR-DOR ag,HTR5A ag,V-ATPase pH,HTR5A inv ag
COc1ccc(NC(=O)NC2CCCCCCC2)c(OC)c1,-4,-3,9,4,0.2,0,-1.6,0,3,1
C/C(=N/NC(=O)CNC(=O)COc1cccc(C)c1)c1ccc(Cl)cc1,2,-7,-2,-1,-0.5,-4,0.4,-2,2,8
COc1ccccc1NC(=O)C/C(C)=N/NC(=O)C12CC3CC(CC(C3)C1)C2,2,-3,10,2,1.9,-4,-2.0,1,4,-5

# In the list so far, these contain a furan ring, fused or not.
SMILES,CAL PDZ FP,Keap1 Nrf2 FP,OPRM1-OPRD1 inv,RTF Ca sens inh,C-LANA FP,cardiac RTF act,MOR-DOR ag,HTR5A ag,V-ATPase pH,HTR5A inv ag
Cc1cccc(N(CC(=O)NC2CCCC2)C(=O)CNC(=O)c2ccco2)c1C,-3,-2,6,-5,-0.8,1,-0.8,0,1,-1
O=C(Nc1ccc(N2CCOCC2)cc1N1CCOCC1)c1ccco1,-2,-1,17,0,1.6,-4,-2.8,-1,1,-6
